Source: PubChem
APJ antag: APJ receptor antagonism; P35414; CHO-K1 APJ beta-arrestin complementation, luminescence; inhibition, % at 20 µM; hit rate 0.32% among 330,000;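 active = inhibition above about 40% at 20 µM, limit read from the data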;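 also: cells challenged with 10 nM apelin-13 agonist together with compound; plate controls were apelin-13 plus DMSO wells for no effect and DMSO wells lacking apelin-13 for full effect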
Target sequence (P35414 whole entry, looked up): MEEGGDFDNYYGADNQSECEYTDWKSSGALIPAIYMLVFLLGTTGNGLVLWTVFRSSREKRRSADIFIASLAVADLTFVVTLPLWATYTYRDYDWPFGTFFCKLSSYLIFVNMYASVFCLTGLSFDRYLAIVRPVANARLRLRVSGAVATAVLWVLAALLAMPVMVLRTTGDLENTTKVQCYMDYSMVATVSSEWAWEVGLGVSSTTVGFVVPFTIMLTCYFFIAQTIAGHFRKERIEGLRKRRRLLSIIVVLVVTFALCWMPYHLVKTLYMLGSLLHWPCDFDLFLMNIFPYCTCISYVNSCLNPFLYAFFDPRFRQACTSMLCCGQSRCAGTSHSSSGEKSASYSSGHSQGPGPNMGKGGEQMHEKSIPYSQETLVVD
EBI2 antag: EBI2 (human) antagonism | EBI2 beta-arrestin recruitment, luminescence, 7a,25-OHC stimulated | inhibition, % at 5 µM | hit rate 0.81% among 360,000; in the data active = inhibition above about 38%;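 also: enzyme fragment complementation signal reports receptor beta-arrestin coupling in cells; 0% = agonist plus DMSO wells and 100% = wells without agonist; some results beyond the cut were filed as inactive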
UPR XBP1 act: adaptive UPR (XBP1) activation; CHO-XBP1 luciferase reporter, IRE1-XBP1 UPR activation, luminescence; percent of tunicamycin response, DMSO as zero; activation, % at 20 µM; hit rate 0.33% among 330,000; AID 463104;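 active = versus positive control, 20 µM dose yields 30% or more activation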;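 also: 100% = tunicamycin at 10 µg/mL and 0% = DMSO only wells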
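Material – CHO cell line with stable XBP1 luciferase reporter · Buffer or medium – F12 plus 10% FBS · Compound – single point, 20 µM final compound, 1% DMSO · Schedule – 16-18 h cell attachment at 37 °C, then 6 h compound exposure · Signal – Steady-Glo luminescence read · Benchmarks – high control tunicamycin 10 µg/mL final, low control DMSO vehicle only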
UPR CHOP act: apoptotic UPR (CHOP) activation; CHO-CHOP luciferase reporter, luminescence; percent of tunicamycin response over DMSO baseline; activation, % at 10 µM; hit rate 0.34% among 330,000;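 active = at 10 µM dose, activation of 40% or more, normalized to positive control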;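 also: 100% = tunicamycin at 10 µg/mL and 0% = DMSO alone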
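Assay system: CHO-CHOP cells, stable luciferase reporter of PERK-eIF2a-CHOP signalling / Buffer or medium: F12 plus 10% serum / Compound dosing: one dose, 10 µM in 0.5% DMSO / Times: 6 h compound treatment, 37 °C / Technique: luciferase luminescence / Read-out: % reporter activation, DMSO baseline versus tunicamycin full activation / Benchmarks: tunicamycin and DMSO controls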
Mdm2-MdmX inh: disrupts the human Mdm2-MdmX interaction | inhibition, % at 8 µM | SaOS-2 split-luciferase Mdm2/MdmX complementation, luminescence | O15151+Q00987 | hit rate 3% among 330,000;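 active = inhibition of at least 50% at 8 µM in the primary screen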
APJ agonist: agonists of human APJ apelin receptor | P35414 | CHO-K1 APJ PathHunter beta-arrestin, luminescence; 0% DMSO wells, 100% apelin | activation, % at 20 µM | hit rate 0.11% among 330,000;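 active = activation more than six SD over the plate average, tested at 20 µM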;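 also: 0% = DMSO alone and 100% = apelin-13 at 10 nM; some results filed as inactive read as strong as hits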
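Material: engineered CHO-K1 APJ arrestin reporter cells; amount: 1000 CHO-K1 reporter cells seeded per well; incubation: compound stimulation 90 min at 25 °C, detection 60 min; signal: luminescent beta-gal fragment complementation, chemiluminescent substrate; read-out basis: APJ agonist activity; controls: DMSO-only wells as negative, 10 nM Apelin-13 as positive control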
CXCR6 block: inhibitors of human CXCR6 receptor. O00574. AID 602244. hit rate 0.36% among 360,000. inhibition, % at 20 µM. CHO-K1 PathHunter CXCR6 beta-arrestin, luminescence; in the data active = inhibition above about 34%, passing the limit was not always enough;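 also: antagonist mode with CXCL16 agonist at 10 nM final; 0% = 10 nM CXCL16 with DMSO and 100% = unstimulated wells without agonist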
Target sequence (O00574 whole entry, looked up): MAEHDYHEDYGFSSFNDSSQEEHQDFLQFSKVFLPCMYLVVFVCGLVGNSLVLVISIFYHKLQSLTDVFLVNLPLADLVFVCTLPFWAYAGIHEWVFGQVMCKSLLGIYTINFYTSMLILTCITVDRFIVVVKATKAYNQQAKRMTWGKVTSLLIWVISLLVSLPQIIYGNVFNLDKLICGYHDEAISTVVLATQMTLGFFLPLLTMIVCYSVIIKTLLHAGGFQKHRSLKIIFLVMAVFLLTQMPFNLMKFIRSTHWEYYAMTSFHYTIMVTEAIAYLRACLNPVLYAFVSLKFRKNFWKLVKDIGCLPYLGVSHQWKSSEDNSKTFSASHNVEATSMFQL
CCR6 antagonist: antagonists of human CCR6 receptor; CHO-K1 CCR6 PathHunter beta-arrestin, luminescence, CCL20-stimulated; inhibition, % at 20 µM; hit rate 0.49% among 340,000; AID 493098;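 active = compounds whose inhibition of the agonist-driven luminescence signal at 20 µM reaches about 50%, limit read from the data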;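 also: cells stimulated with CCL20 at 14 nM final; plate controls were DMSO with CCL20 for no effect and DMSO without agonist for full effect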
Target sequence (P51684 whole entry, looked up): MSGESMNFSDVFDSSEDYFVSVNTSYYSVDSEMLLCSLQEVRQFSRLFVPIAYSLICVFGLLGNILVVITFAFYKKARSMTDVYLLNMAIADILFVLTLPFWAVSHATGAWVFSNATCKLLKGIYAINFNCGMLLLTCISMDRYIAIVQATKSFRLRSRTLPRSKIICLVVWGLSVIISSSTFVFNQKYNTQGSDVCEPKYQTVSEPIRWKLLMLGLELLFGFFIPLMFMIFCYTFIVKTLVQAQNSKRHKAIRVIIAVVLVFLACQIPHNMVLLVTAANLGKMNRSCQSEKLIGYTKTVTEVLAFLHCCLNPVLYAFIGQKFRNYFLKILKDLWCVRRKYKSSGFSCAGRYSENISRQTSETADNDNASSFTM
tim23-1 inh: inhibits growth of tim23-1 mutant yeast; AID 463212; hit rate 1.3% among 330,000; inhibition, % at 20 µM; S. cerevisiae tim23-1 growth, BacTiter-Glo luminescence, 24 h;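 active = growth inhibition of the mutant yeast at or above 50%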;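 also: temperature-sensitive mutant grown at 25 °C; plate controls were DMSO-treated mutant yeast for no effect and medium wells lacking yeast for full effect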
Active calls of the source: *.

SMILES,UPR CHOP act,CXCR6 block,UPR XBP1 act,EBI2 antag,APJ agonist,Mdm2-MdmX inh,tim23-1 inh,APJ antag,CCR6 antagonist
N#Cc1ccc(OCC(=O)Nc2nc(-c3cccnc3)cs2)cc1,-1.5,5,1,-5,1,49,7,6,-3
COc1ccc(-c2cc(C(=O)OCC(=O)N(C)C)c3ccccc3n2)cc1,2.3,0,2,-3,3,-7,30,18,5
COc1ccc(CNc2oc(-c3cccc4ccccc34)nc2C#N)cc1,-2.3,1,0,15,-5,-3,0,-1,6
CC1CCN(C(=O)c2ccc3c(Cl)c4c(nc3c2)CCCC4)CC1,1.9,-5,0,-19,-2,10,40,7,5
CCCn1nnc(NC(=O)c2cc(Br)ccc2OC)n1,-1.8,9,5,-16,-5,18,10,4,-1
O=C(COC(=O)c1cccs1)Nc1ccccc1,0.9,3,-3,1,0,-18,9,0,0
O=C(COC(=O)c1cc(Cl)nc(Cl)c1)Nc1ccc(Cl)c(S(=O)(=O)N2CCOCC2)c1,0.6,2,-4,-5,2,-6,11,2,11
Cc1[nH]c2c([N+](=O)[O-])cccc2c1C,5.7,10,0,4,-1,-2,-4,11,5
CCN(CC)S(=O)(=O)c1cc(NC(=O)COC(=O)CCC(=O)c2cccs2)ccc1C,-1.9,-3,6,-11,-2,-26,14,1,12
O=C(NCc1ccc(Cl)cc1)C(=O)NCC1CCCN1S(=O)(=O)c1cccs1 (stereo unspecified),2.8,-2,-4,-11,-1,28,14,12,9

Next section:
SMILES,UPR CHOP act,CXCR6 block,UPR XBP1 act,EBI2 antag,APJ agonist,Mdm2-MdmX inh,tim23-1 inh,APJ antag,CCR6 antagonist
CCc1ccccc1NC(=O)NC1CC2CCC(C1)N2Cc1cccs1 (stereo unspecified),0.5,-4,-1,4,-9,4,-5,16,7
CC1(c2ccccc2)CC(C)(C)N2C(=O)C3(C(C#N)=C(N)Oc4cc(O)ccc43)c3cccc1c32 (stereo unspecified),-0.6,8,0,29,10,18,13,-7,17
CCN=c1sc(C(=O)Nc2ccccc2)c(C)n1CC,-1.5,0,-1,-5,-1,18,-9,0,-4
CCOC(=O)/C(=N/Nc1ccc(Cl)cc1)S(=O)(=O)c1ccc(Cl)cc1,13,-4,-1,-21,7,-12,8,13,2
C[C@@H]1CC=C[C@H]2[C@H]1C(=O)N(Cc1ccccc1)[C@H]2c1ccc(F)c(-c2ccc(N(C)C)cc2)c1,0.6,13,-3,19,-3,33,-14,16,13
Cc1ccc(NC(=O)N/C=C/c2ccco2)cc1C,-1.7,6,5,1,1,-29,5,-7,7
CCn1cc(C(=O)NCc2cccs2)c(=O)c2ccc(C)nc21,3.2,7,4,0,-1,12,17,-9,-3
Cc1ccc(S(=O)(=O)N(Cc2ccccc2)c2ccccc2C(=O)N2CCCCC2)cc1,-0.6,7,-5,14,-2,17,41,14,19
O=C(c1ccsc1)N1CCN(C(=O)c2cccs2)CC1,-0.7,0,-6,-2,1,7,10,0,-1
C[C@H](CO)N1C[C@H](C)[C@@H](CN(C)Cc2ccc3c(c2)OCO3)Oc2c(NS(=O)(=O)c3cn(C)cn3)cccc2C1=O,0.9,-4,2,-7,-3,4,10,0,-2

More compounds follow.
SMILES,UPR CHOP act,CXCR6 block,UPR XBP1 act,EBI2 antag,APJ agonist,Mdm2-MdmX inh,tim23-1 inh,APJ antag,CCR6 antagonist
CCN1CCN(CC(=O)Nc2sc3c(c2C#N)CCC3)CC1,-3.9,-3,-1,-1,1,-15,1,-11,-2
c1ccc(C(c2ccccc2)c2noc(CN3CCC(c4ccncc4)CC3)n2)cc1,-1.4,3,-2,7,-1,3,20,5,16
CN(C(=O)COc1ccc([N+](=O)[O-])cc1)C1CCS(=O)(=O)C1 (stereo unspecified),-0.7,-1,-5,-8,-1,-17,20,-7,0
COc1ccc(-n2ccsc2=S)cc1,-0.6,8,0,4,-5,-12,14,10,-7
Cn1c(SCc2cc([N+](=O)[O-])cc3c2OCOC3)nnc1-c1ccccn1,-0.9,6,-2,-6,-3,23,16,15,7
COc1ccc(N/C(=N/c2nc(C)cc(C)n2)NC(=O)Nc2ccc(Cl)c(Cl)c2)c(OC)c1,1.4,-13,-3,3,4,21,1,2,-7
COc1cc([N+](=O)[O-])ccc1NC(=O)CN1CCN(C(=O)c2ccco2)CC1,-0.8,-15,-1,-8,-4,1,9,0,9
CCN(CC)c1ccc(NC(=O)c2cccnc2)cc1,3.3,2,1,-2,2,-19,6,-9,22
O=C(CNC1CCCC1)Nc1ccc(N2CCCCCC2)cc1,0.1,-9,1,-7,0,25,-1,-22,5
CCOc1ccc(-c2c(=O)n(OCc3ccc([N+](=O)[O-])cc3)c3ccccc3[n+]2[O-])c(OCC)c1,0.2,10,-2,-2,-6,7,-19,-21,19

A different layout for part of the listing above:
Order of results – UPR CHOP act	CXCR6 block	UPR XBP1 act	EBI2 antag	APJ agonist	Mdm2-MdmX inh	tim23-1 inh	APJ antag	CCR6 antagonist
C[C@@H]1CC=C[C@H]2[C@H]1C(=O)N(Cc1ccccc1)[C@H]2c1ccc(F)c(-c2ccc(N(C)C)cc2)c1
    0.6	13	-3	19	-3	33	-14	16	13
Cc1ccc(NC(=O)N/C=C/c2ccco2)cc1C
    -1.7	6	5	1	1	-29	5	-7	7
CCn1cc(C(=O)NCc2cccs2)c(=O)c2ccc(C)nc21
    3.2	7	4	0	-1	12	17	-9	-3
Cc1ccc(S(=O)(=O)N(Cc2ccccc2)c2ccccc2C(=O)N2CCCCC2)cc1
    -0.6	7	-5	14	-2	17	41	14	19
O=C(c1ccsc1)N1CCN(C(=O)c2cccs2)CC1
    -0.7	0	-6	-2	1	7	10	0	-1
C[C@H](CO)N1C[C@H](C)[C@@H](CN(C)Cc2ccc3c(c2)OCO3)Oc2c(NS(=O)(=O)c3cn(C)cn3)cccc2C1=O
    0.9	-4	2	-7	-3	4	10	0	-2
CCN1CCN(CC(=O)Nc2sc3c(c2C#N)CCC3)CC1
    -3.9	-3	-1	-1	1	-15	1	-11	-2
c1ccc(C(c2ccccc2)c2noc(CN3CCC(c4ccncc4)CC3)n2)cc1
    -1.4	3	-2	7	-1	3	20	5	16
CN(C(=O)COc1ccc([N+](=O)[O-])cc1)C1CCS(=O)(=O)C1 (stereo unspecified)
    -0.7	-1	-5	-8	-1	-17	20	-7	0
COc1ccc(-n2ccsc2=S)cc1
    -0.6	8	0	4	-5	-12	14	10	-7
Cn1c(SCc2cc([N+](=O)[O-])cc3c2OCOC3)nnc1-c1ccccn1
    -0.9	6	-2	-6	-3	23	16	15	7
COc1ccc(N/C(=N/c2nc(C)cc(C)n2)NC(=O)Nc2ccc(Cl)c(Cl)c2)c(OC)c1
    1.4	-13	-3	3	4	21	1	2	-7
COc1cc([N+](=O)[O-])ccc1NC(=O)CN1CCN(C(=O)c2ccco2)CC1
    -0.8	-15	-1	-8	-4	1	9	0	9

(further entries)
SMILES,UPR CHOP act,CXCR6 block,UPR XBP1 act,EBI2 antag,APJ agonist,Mdm2-MdmX inh,tim23-1 inh,APJ antag,CCR6 antagonist
CCN(CC)CCNC(=O)c1ccc(NC(=O)c2cccc(S(=O)(=O)Nc3ccc(C)cc3)c2)cc1,-1.4,-2,1,-6,-2,0,7,11,15
COc1ccc(C(=O)CC(c2ccccc2)C2CCCCC2=O)cc1 (stereo unspecified),-1.3,9,-3,7,-6,1,20,2,17
O=C(c1ccc(Cl)cc1)[C@@H]1[C@@H]2C(=O)N(c3ccccc3)C(=O)[C@@H]2C2c3ccccc3C=NN21 (stereo partly specified),-1.1,1,0,4,-2,4,41,9,15
COc1cccc(N(C(=O)c2snc(C(N)=O)c2N)C(C(=O)NCC2CCCO2)c2ccc(C)o2)c1 (stereo unspecified),0.4,9,0,4,0,-6,6,9,-5
COc1ccc(S(=O)(=O)N2CCN(C(=O)c3sccc3-c3ccccc3)CC2)cc1,-0.6,-19,-2,-4,-7,24,18,-4,4
CCC(=O)N(Cc1c(C)nn(-c2ccccc2)c1Cl)c1ccc(Cl)cc1,1.6,10,-3,9,-1,-3,36,14,10
Cc1nn(-c2ccccc2)c(C)c1NC(=O)COc1ccc(Br)cc1Cl,0.1,-14,-4,2,-2,-1,21,-10,2
CCCC(C)c1nnc(NC(=O)COc2ccc3c(c2)OCO3)s1 (stereo unspecified),-0.6,-8,4,-4,2,5,15,-3,3
O=C(NNC(=O)c1ccc2c(=O)n3c(nc2c1)CCC3)c1ccc(Cl)cc1,-2.2,-9,-3,3,-3,-4,6,21,14
COc1ccc(-n2nc3c(=O)[nH][nH]c3cc2=O)cc1,0.6,9,1,8,-4,12,4,7,19

Further structures.
SMILES,UPR CHOP act,CXCR6 block,UPR XBP1 act,EBI2 antag,APJ agonist,Mdm2-MdmX inh,tim23-1 inh,APJ antag,CCR6 antagonist
O=P(c1ccccc1)(c1ccccc1)C(O)c1ccccn1 (stereo unspecified),-0.8,-9,-3,-8,1,-7,11,-17,2
c1ccc(Cn2nnnc2C(c2ccncc2)N2CCOCC2)cc1 (stereo unspecified),-0.1,-2,-1,-4,0,9,10,6,10
CSc1nc(N)n(-c2cc(C(F)(F)F)ccn2)n1,0.0,2,1,6,3,4,22,3,3
COCCn1c(CN2CCC(Cc3ccccc3)CC2)nc2c1c(=O)n(C)c(=O)n2C,2.0,-7,-2,5,-4,12,7,7,1
Cc1ccc(SCc2cc(=O)[nH]c(N3CCN(Cc4ccccc4)CC3)n2)cc1,-0.3,-2,-3,-4,-1,18,28,6,-1
O=c1[nH]c(C2CCCN(S(=O)(=O)c3ccccc3F)C2)nc2c1nnn2Cc1ccccc1Cl (stereo unspecified),1.6,5,1,4,4,-10,2,-4,19
CC1CCCN(C(=O)c2ccncc2)C1 (stereo unspecified),0.9,6,-2,-2,-1,12,0,-3,6
COCc1ccc(CN2CCC(CO)(CC3CCCCO3)CC2)o1 (stereo unspecified),-0.8,1,3,5,-2,22,16,-3,-1
Cc1cc2cc(CN(CCCO)S(=O)(=O)c3cccc4nsnc34)c(=O)[nH]c2cc1C,3.0,-7,1,6,9,6,13,13,-10
CCOC(=O)Cc1csc(NC(=O)CN2CCCCC2)n1,-0.9,-1,-2,-12,-4,10,-5,12,1

Other compounds:
SMILES,UPR CHOP act,CXCR6 block,UPR XBP1 act,EBI2 antag,APJ agonist,Mdm2-MdmX inh,tim23-1 inh,APJ antag,CCR6 antagonist
O=S(=O)(Nc1nc(-c2ccccc2)cs1)c1cc(Cl)ccc1Cl,1.1,9,-2,-6,-2,19,34,0,8
C=CCc1ccc(OCC(O)COc2ccc(CC=C)cc2OC)c(OC)c1,0.4,6,-3,-7,-2,-31,-3,-23,6
CCc1ccc(N=CC2=C(O)CC(c3ccco3)CC2=O)cc1 (stereo unspecified),5.4,-2,7,-11,1,-13,40,-20,24
COc1ccc(NC(=O)CN(C)S(=O)(=O)c2cccc3cccnc23)cc1,2.1,-5,-1,-8,1,4,15,7,0
CCNC(=S)N1CCn2cccc2C1c1ccc(F)cc1 (stereo unspecified),-2.2,4,1,-1,-3,14,13,7,9

A portion of the library, so the mix of outcomes need not match the whole.
